From PubChem BioAssay
Pin1 inhibitor – blocks the human prolyl isomerase Pin1; Potency, µM (titrated, usually from 115 µM), for inactives: top-dose activity, negative = inhibition, usual class: inhibitors; Q13526; 390,000 compounds, 0.009% hits; Pin1 FP peptide displacement, HiFluor488, 10 min; active = well fitted inhibition curve with a large enough effect in the polarisation, with a control signal flat, not every such curve was filed as active; inconclusive = small, poorly fitted or top-dose-only effect, or effect the other way, or a change in a side signal; inactive = no such curve, though single readings can be large or run the other way; the % refers to the polarisation; also: potency is read from the fitted curve at half-maximal effect; % is scaled to controls: 0 for no effect and ±100 for the full control effect
Target sequence (Q13526 whole entry, looked up): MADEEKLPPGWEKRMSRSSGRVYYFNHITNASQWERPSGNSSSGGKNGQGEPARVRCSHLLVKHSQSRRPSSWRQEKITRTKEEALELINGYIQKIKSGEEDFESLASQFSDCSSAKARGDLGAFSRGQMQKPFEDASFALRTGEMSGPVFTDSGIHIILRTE
USP1 inh – blocks the human USP1/UAF1 deubiquitinase complex; O94782; 390,000 compounds, 0.23% hits; Potency, µM (highest dose often 57.1 µM), for the others: top-dose activity change, negative = inhibition, most hits filed as inhibitors; recombinant USP1/UAF1, Ub-Rhodamine cleavage fluorescence; also: potency is read from the fitted curve at half-maximal effect; % is scaled to controls: 0 for no effect and ±100 for the full control effect; nearly all actives have a fitted effect of over 60% in size; inactives centre near -12
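1 nM enzyme complex + cpd, 15 min RT; start with Ub-Rho 150nM final; kinetic fluorescence ex 480/em 540, 6 reads q60 s. Buffer 50mM HEPES pH 7.8, 0.5mM EDTA, 0.1 mg/ml BSA, 1mM TCEP, 0.01% Tween-20.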
D2 agonist – activates the human D2 dopamine receptor. P14416. HEK293 T-REx D2 cells, calcium flux agonist mode. activation, % at 2 µM. 340,000 compounds, 0.53% hits;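 active = activation over 3 SD above normal in the single-dose calcium agonist read, cut at about 30% in these data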; also: 0% is about no effect
Target sequence (P14416 whole entry, looked up): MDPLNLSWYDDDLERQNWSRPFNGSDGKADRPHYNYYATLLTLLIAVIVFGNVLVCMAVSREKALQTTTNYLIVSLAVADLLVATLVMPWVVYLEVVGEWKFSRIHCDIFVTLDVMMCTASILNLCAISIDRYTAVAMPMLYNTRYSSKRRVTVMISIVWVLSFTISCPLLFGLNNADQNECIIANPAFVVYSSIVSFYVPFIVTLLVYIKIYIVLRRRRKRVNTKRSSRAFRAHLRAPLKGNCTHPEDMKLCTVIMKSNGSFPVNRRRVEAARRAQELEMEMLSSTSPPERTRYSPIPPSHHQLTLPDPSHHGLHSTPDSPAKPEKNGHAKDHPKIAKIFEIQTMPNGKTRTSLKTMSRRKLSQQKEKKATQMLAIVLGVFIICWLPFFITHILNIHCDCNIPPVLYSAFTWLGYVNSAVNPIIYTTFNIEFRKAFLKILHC
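Agonism is scored from calcium flux in a force-coupled, inducible HEK293 cell line expressing D2, read kinetically for 180 s after compound addition against dopamine controls.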
D2 antag – D2 dopamine receptor (human) antagonism | P14416 | HEK293 TREx D2 cells, calcium flux, dopamine EC80 | inhibition, % at 10 µM | 340,000 compounds, 2% hits; in the data active = inhibition above about 30%; also: 0% is about no effect
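Calcium flux kinetic readout in an inducible HEK293 TREx D2 line plated overnight at 30 C. After 180 s compound exposure, an EC80 dopamine challenge follows with another 180 s kinetic read to detect antagonism.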
TrxR1 substrate – is turned over as a substrate by rat TrxR1; Potency, µM (series often up to 114 µM), inactives show at the highest dose activity change, negative = substrate turnover; AID 588456; O89049; 390,000 compounds, 0.01% hits; purified TrxR1 substrate turnover, NADPH consumption readout; also: potency is read from the fitted curve at half-maximal effect; % is scaled to controls: 0 for no effect and ±100 for the full control effect; nearly all actives have a fitted effect of over 50% in size
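Rat TrxR1, dispensed at 90 nM, was prereduced with 400 uM NADPH (final) for 5 min at ~22 deg C, then incubated with compound 15 min before 400 uM selenite. A first-read NADPH fluorescence drop versus no-compound background flagged substrates.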
TrxR1 inh – rat TrxR1 inhibition. O89049. recombinant rTrxR1, NADPH fluorescence consumption, selenite substrate. Potency, µM (series often up to 114 µM), for the others: at the top dose activity change, negative = inhibition, hits mostly inhibitors. 390,000 compounds, 1% hits. AID 588453; also: potency is read from the fitted curve at half-maximal effect; % is scaled to controls: 0 for no effect and ±100 for the full control effect; nearly all actives have a fitted effect of over 65% in size
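Rat TrxR1 (90 nM in the dispensed reagent) was pre-reduced with 400 uM NADPH for 5 min at room temperature, then incubated with compound for 15 min. After 400 uM selenite was added, NADPH fluorescence (Ex 340/Em 450 nm) was followed for 8 min.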
IDH1 R132H inh – blocks human mutant IDH1 R132H enzyme; O75874; IDH1-R132H enzyme, NADPH consumption, diaphorase/resazurin fluorescence; Potency, µM (top dose mostly 76.6 µM), inactives show at the top dose activity change, negative = inhibition, most hits filed as inhibitors; 390,000 compounds, 0.093% hits; also: potency is read from the fitted curve at half-maximal effect; % is scaled to controls: 0 for no effect and ±100 for the full control effect; nearly all actives have a fitted effect of over 65% in size
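IDH1-R132H (0.5 ug/mL dispensed) in pH 7.5 Tris buffer was preincubated 30 min with compound, then given a substrate mix of 0.016 mM NADPH and 2 mM alpha-KG for 80 min at room temperature; remaining NADPH was read by diaphorase/resazurin fluorescence.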
TRHR PAM – allosterically enhances the human TRH receptor; P34981; TRHR cells, fluo-8 calcium fluorescence, EC20 TRH enhancement; AID 493056; enhancement, % at 2 µM; 360,000 compounds, 0.66% hits; in the data active = enhancement above about 30%; also: 0% is about no effect
Target sequence (P34981 whole entry, looked up): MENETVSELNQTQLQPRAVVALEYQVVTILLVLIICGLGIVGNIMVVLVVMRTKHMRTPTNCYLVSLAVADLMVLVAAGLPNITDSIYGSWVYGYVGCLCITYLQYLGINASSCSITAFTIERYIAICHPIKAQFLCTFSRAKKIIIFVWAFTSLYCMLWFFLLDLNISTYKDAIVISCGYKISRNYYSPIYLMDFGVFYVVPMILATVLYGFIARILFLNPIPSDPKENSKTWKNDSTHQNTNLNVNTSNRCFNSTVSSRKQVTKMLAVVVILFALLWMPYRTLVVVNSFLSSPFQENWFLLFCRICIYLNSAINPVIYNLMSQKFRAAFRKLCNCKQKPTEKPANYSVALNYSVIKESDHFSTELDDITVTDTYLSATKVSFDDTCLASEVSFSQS
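TRHR-expressing cells loaded with fluo-8 calcium dye were read kinetically (ex 480/em 530) during compound addition, then stimulated with an EC20 of TRH (10 nM final). Enhancement of the Gq-mediated intracellular calcium response was scored.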
TRHR agonist – activates the human TRH receptor. P34981. TRHR cells, calcium flux fluo-8, FDSS agonist mode. activation, % at 2 µM. 360,000 compounds, 0.18% hits; in the data active = activation above about 30%; also: 0% is about no effect
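Agonist-mode FDSS calcium read (Ex 480/Em 530, 1 s cycles) in 1536-well TRHR cells with fluo-8 dye, after 10-cycle baseline and 23 nL compound addition; TRH at EC20 (10 nM final) added afterwards for the enhancer phase.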
Active calls of the source: *; u = inconclusive; x = no result given; & = joins results of further samples; [ ] = another dose, or the depositor's remark. Unless noted, calls follow the shape of the dose curve; as a rule, active = well fitted inhibition curve with a large enough effect; inconclusive = small, poorly fitted or top-dose-only effect; inactive = no such curve, though single readings can be large or run the other way. A portion of the library; rates above refer to the full screens.

smiles	Pin1 inhibitor	USP1 inh	D2 agonist	D2 antag	TrxR1 substrate	TrxR1 inh	IDH1 R132H inh	TRHR PAM	TRHR agonist
C=CCn1c(SCCN2C(=O)c3ccccc3C2=O)nc2scc(-c3ccccc3)c2c1=O	-4%	-2%	-1.7	3	1%	2%	5%	-1	-0.1
Cc1cc(C)c2c(=O)c3c(oc2c1)C(=O)N(Cc1ccc(F)cc1)C3c1cccc(O)c1 (stereo unspecified)	1%	u	-0.5	x	0%	0%	x	-1	-0.1
O=C(c1ccc(Br)o1)N1CCN(Cc2ccccc2Cl)CC1	1%	-22%	-3.1	-18	6%	1%	-3%	-7	-0.7
Cc1ccc(-c2nc3ncccn3c2NC2CCCCC2)o1	0%	-1%	0.4	8	-11%	-11%[57.1 µM]	2%	1	0.4
COc1cc(/C=N/NC(=O)CN2CCCCC2)ccc1OCc1ccccc1	0%	7%	1.7	-6	-6%	-1%	-5%	-2	0.2
O=S(=O)(Nc1ccc(Cl)c(C(F)(F)F)c1)c1cnc[nH]1	2%	-12%	0.6	12	0%	10%	-3%	-5	0.1
Cc1ccccc1N(C(=O)Cc1cccs1)C(C(=O)NCC1CCCO1)c1cccnc1 (stereo unspecified)	-7%	-12%	-0.2	10	6%[57.1 µM]	14%[57.1 µM]	6%	2	-0.3
O=C(NC1CCCC1)c1cnn2c(C(F)(F)F)cc(-c3ccc4c(c3)OCO4)nc12	16%	-14%	-1.5	7	-2%	-7%	-8%	-3	-0.4
Cc1ccc(NCc2nnc3n2CCCCC3)c(C)c1	-1%	-10%	x	x	-3%	5%	0%	-3	-0.3
O=C(/C=C/c1ccc(Cl)cc1)Nc1ccc(S(=O)(=O)Nc2ncccn2)cc1	u	-7%	-0.7	4	1%	-11%	3%	7	-0.2
Cc1ccc(CCNC(=O)CN(c2ccc(C(C)C)cc2)S(=O)(=O)c2c(C)nn(C)c2C)cc1	1%	-1%	0.3	x	-6%	-5%	-12%	-6	-0.8
COc1ccc(CCNC(=O)C2CCN(Cc3nc(-c4ccccc4C)oc3C)CC2)cc1OC	2%	-20%	0.4	-10	7%	13%	8%	-4	0.2
Cc1ccc(-c2nnc(N3CCN(C(=O)c4ccco4)CC3)c3ccccc23)cc1	-5%	-9%	-1.8	3	-5%	56µM*	-1%	-1	0.7
CCOc1ccccc1Nc1nnc(SCC(=O)NC2CC2)s1	5%	-19%	x	x	-1%	10%	-4%	x	x
CCOC(=O)C1(CC2CCCCO2)CCN(S(=O)(=O)c2ccc(OC)cc2)CC1 (stereo unspecified)	0%	-8%	0.8	3	-1%	24%	-4%	4	-1.3
O=C(O)CC(NC(=O)C1CCCCC1)c1ccc(OC2CCCC2)cc1 (stereo unspecified)	u	-22%	-0.9	-4	7%[57.1 µM]	15%[57.1 µM]	-5%	-7	0.5
O=C1C2CSCN2C(=O)CN1CCCN1CCN(C(c2ccccc2)c2ccccc2)CC1 (stereo unspecified)	-1%	-22%	0.4	19	2%	-12%	-2%	-14	0.4
COc1ccc(-c2nnc(SCC(=O)NC(=O)Cc3ccccc3)n2C)cc1	-4%	-9%	-0.7	6	5%	2%	14%	5	-0.1
CCOC(=O)c1c(-c2ccccc2)cn2ccccc12	4%	-23%	0.6	-7	61%[activator][57.1 µM]	17%[57.1 µM]	0%	-12	0.0
CN1CCc2cc3c(c4c2C1CC41CCC(=NO)CC1)OCO3 (stereo unspecified)	u	0%	0.4	-19	37%[activator]	-13%	5%	7	-1.2
COC(=O)C(NC(C)=O)(Nc1nc2c(C)cc(C)cc2s1)C(F)(F)F (stereo unspecified)	-3%	-7%	-0.8	-6	-17%	-19%	6%	-11	-0.4
c1ccc(COCC2CCNCC2)cc1	-8%	-16%	0.8	-3	-1%	11%	-4%	8	0.1
Cc1cc(C)cc(OCCSc2nc(-c3ccc(C(C)(C)C)cc3)nc3cc(=O)[nH]n23)c1	u	-30%	0.3	x	123%[activator][57.1 µM]	u	u	8	0.0
O=C(c1ccco1)N(Cc1ccc([N+](=O)[O-])cc1)c1ccc(Br)cc1	-2%	u	0.4	-18	7%[57.1 µM]	10%[57.1 µM]	-3%	1	0.1
CC(N)C12CC3CC(CC(C3)C1)C2 (stereo unspecified)	1%&2%	-6%&-15%	0.8&3.0	23&6	5%[57.1 µM]	7%[57.1 µM]	4%&-13%	3&1	0.6&0.2
COc1ccc(S(=O)(=O)N(C)C)cc1NC(=O)CSc1nncs1	1%	-11%	0.5	19	-4%[57.1 µM]	9%[57.1 µM]	2%	1	0.1
CC(=O)c1c[nH]c(C(=O)NCc2cccc(C(F)(F)F)c2)c1	-11%	-16%	-0.6	0	4%	16%	2%	-2	0.0
CC(C)C(=O)N1CCN(c2ccccc2NC(=O)c2ccc3c(c2)OCCO3)CC1	u	-9%	x	x	3%	18%	2%	x	x
COCCn1c(NCc2ccco2)nc2c1c(=O)[nH]c(=O)n2C	0%	-17%	1.5	25	3%[57.1 µM]	11%[57.1 µM]	1%	-2	1.3
COc1cc(/C=N/NC(=O)CSCc2ccc([N+](=O)[O-])cc2)cc(OC)c1OC	-4%	-1%	0.4	1	0%[57.1 µM]	25%[57.1 µM]	10%	30	-0.2
CN(CC1CCOCC1)C(=O)CC1C(=O)NCCN1Cc1cccc(C(F)(F)F)c1 (stereo unspecified)	u	-26%	x	x	11%	u	6%	14	0.2
COCCn1nnnc1CN1CCN(C(=O)c2ccco2)CC1	-3%	-9%	0.3	9	3%[57.1 µM]	5%[57.1 µM]	-1%	1	0.1
Cc1cc(C)c(C)c(S(=O)(=O)N2CCC(C(=O)Nc3ccncc3)CC2)c1C	-1%	-20%	-0.4	1	0%	13%	1%	-5	1.4
O=C(Cn1cnc2c(nnn2-c2ccccc2)c1=O)NCCc1ccccc1	19%	-26%	-0.3	-1	7%[57.1 µM]	9%[57.1 µM]	4%	-6	-0.5
CC(=O)Nc1ccc2c(c1)ncn2C1CCCCC1	0%	-21%	x	x	6%	19%	2%	x	x
CCOC(=O)CSc1nc2cccnc2n1-c1ccc(F)cc1	5%	-19%	-1.4	0	-3%	-4%	0%	4	0.5
COc1cc(NC(=S)N2CCCC(C)C2)cc(OC)c1OC (stereo unspecified)	-4%	-10%	-1.4	3	-2%	10%	-5%	-1	-0.8
CC(=O)Nc1cccc(NC(=O)c2ccc3c(c2)CCN3S(=O)(=O)c2ccccc2)c1	7%	-20%	0.3	1	-1%	9%	-12%	-7	0.0
Cc1ccc(NC(=O)c2cc3nc(-c4ccccc4)cc(-c4ccccc4)n3n2)cc1	2%	-12%	0.4	x	9%	-7%	-2%	0	0.8
CCOc1ccc(CNCc2c(C(=O)O)n(Cc3ccccc3F)c3cc(OC)ccc23)cc1	42%[activator]	-22%	-0.1	x	-2%	3%	-6%	-6	0.2

Compound profiles, as listed above:
`Cc1cc(C)c(C)c(S(=O)(=O)N2CCC(C(=O)Nc3ccncc3)CC2)c1C` is entered as Pin1 inhibitor: -1%; USP1 inh: -20%; D2 agonist: -0.4; D2 antag: 1; TrxR1 substrate: 0%; TrxR1 inh: 13%; IDH1 R132H inh: 1%; TRHR PAM: -5; TRHR agonist: 1.4
`Cc1ccc(NC(=O)c2cc3nc(-c4ccccc4)cc(-c4ccccc4)n3n2)cc1` is entered as Pin1 inhibitor: 2%; USP1 inh: -12%; D2 agonist: 0.4; D2 antag: x; TrxR1 substrate: 9%; TrxR1 inh: -7%; IDH1 R132H inh: -2%; TRHR PAM: 0; TRHR agonist: 0.8

(further entries)
smiles	Pin1 inhibitor	USP1 inh	D2 agonist	D2 antag	TrxR1 substrate	TrxR1 inh	IDH1 R132H inh	TRHR PAM	TRHR agonist
O=C(NCCN1CCCCC1)Nc1ccc(F)cc1F	-14%	-2%	2.6	-2	3%	14%	-6%	37*	0.3
COc1cccc(C(=O)C2=NN(C(C)=O)CC2c2ccco2)c1 (stereo unspecified)	-1%	-10%	0.1	0	2%[57.1 µM]	9%[57.1 µM]	15%	-6	-0.6
O=C(NCc1ccccc1F)c1ccc(S(=O)(=O)NCc2ccco2)cc1	-3%	-19%	-0.5	-7	-2%[57.1 µM]	-7%[57.1 µM]	2%	-3	-0.3
CCOC(=O)C1=NN(C(C)=O)C2C(=O)N(CC)C(=O)C12 (stereo unspecified)	1%	-5%	0.5	-3	-3%	18%	9%	-3	0.6
COc1cccc(C(=O)c2c(-c3ccccc3)ncc3cc(OC)c(OC)cc23)c1	-5%	-24%	x	x	-4%	3%	u	x	x
CCCC(=O)Nc1ccc2c(c1)nc1n2CCSC1	-1%	-14%	-0.2	20	4%	5%	4%	3	0.5
CCOc1ccc2oc(C(=O)N3CCN(Cc4ccccc4)CC3)c(C)c2c1	-2%	u	0.2	15	2%	-4%	-1%	6	0.1
C=C1C(=O)OC2C1C(OC(=O)C(C)=CC)CC(=C)C1C(O)C3OC3(C)C21O (stereo unspecified)	u	-3%	x	x	12%[57.1 µM]	8%[11.4 µM]	1%	x	x
CCN(CC)C(=O)Oc1ccc(Br)cc1C(=O)Nc1ccc(F)c(Cl)c1	-2%	2%	1.5	3	14%[57.1 µM]	3%[57.1 µM]	-5%	-2	0.7
C=CCc1cc(Cl)ccc1OCCn1ccnc1	0%	-21%	3.3	-3	2%	18%	-18%	5	-1.1
O=C1NC[C@H](Cc2ccccc2)N(CC2CCN(CC3CCCC3)CC2)C1=O	5%	3%	x	x	0%	11%	19%	x	x
